VHR inh abs: VHR1 phosphatase inhibitors, primary screen, biochemical, absorbance, uHTS | inhibition, % at 13.3 µM | recombinant VHR phosphatase, pNPP absorbance | hit rate 0.52% among 290,000; in the data active = inhibition above about 50%; note: some compounds called inactive have numbers as strong as hits
Target sequence (P51452 whole entry, looked up): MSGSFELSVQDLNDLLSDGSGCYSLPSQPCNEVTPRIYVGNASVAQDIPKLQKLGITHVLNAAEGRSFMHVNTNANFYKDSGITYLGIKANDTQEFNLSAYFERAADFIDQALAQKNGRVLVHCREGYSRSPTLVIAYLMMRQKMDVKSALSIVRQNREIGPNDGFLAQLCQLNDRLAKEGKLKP
MazEF act: activators of E. coli MazEF toxin-antitoxin RNase, primary screen, biochemical, fluorescence, uHTS; Endoribonuclease toxin MazF (Escherichia coli (strain K12)), P0AE70; FAM/BHQ RNA-DNA oligo cleavage fluorescence, 5 h; activation, % at 20 µM; hit rate 0.32% among 350,000; AID 504720, 2011; in the data active = activation above about 50%
Target sequence (P0AE70 whole entry, looked up): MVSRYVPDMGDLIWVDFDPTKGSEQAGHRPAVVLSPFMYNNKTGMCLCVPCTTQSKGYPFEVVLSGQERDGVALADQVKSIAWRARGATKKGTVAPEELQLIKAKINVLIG
Vc quorum ag: inducers of Vibrio cholerae quorum light production without autoinducers, primary screen, BH1578 luxS cqsA deficient, single point. hit rate 0.16% among 350,000. activation, % at 18.7 µM. V. cholerae BH1578 lux reporter, luminescence, 6 h; in the data active = activation mostly above about 9.7%, no sharp cut-off; note: not every result past the cut was called active; inactives centre near 0; reference of the scale not given here
Anthrax LF prot: Bacillus anthracis LF protease inhibitors, primary screen, biochemical, multiplex microsphere, MLPCN library | Lethal factor (Bacillus anthracis), P15917 | multiplex microsphere protease cleavage assay | inhibition, % at 10 µM | hit rate 0.12% among 360,000 | AID 588501, 2011; in the data active = inhibition above about 30%; note: plate controls were buffer without enzyme for full effect and enzyme alone for no effect
PfHsp40 yeast: rescue of yeast from PfHsp40 toxicity, primary screen, S. cerevisiae, ATP luminescence. hit rate 0.68% among 340,000. S. cerevisiae expressing PfHsp40, growth rescue. AID 504582, 2011. growth rescue, % at 12.5 µM; in the data active = growth rescue above about 28%, passing the limit was not always enough;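 note: yeast W303a lacking pdr1 and pdr3 grown in galactose medium; growth measured after three days at 30 °C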
Rv3671c inh: Rv3671c serine protease inhibitors, primary screen, biochemical, fluorescence polarization, M. tuberculosis H37Rv. P9WHR9. inhibition, % at 5.96 µM. hit rate 0.048% among 320,000; in the data active = inhibition above about 38%;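 note: extracellular domain of Rv3671c used as enzyme; 0% = enzyme with DMSO and 100% = no enzyme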
Target sequence (P9WHR9 whole entry, looked up, the tested form may be a part): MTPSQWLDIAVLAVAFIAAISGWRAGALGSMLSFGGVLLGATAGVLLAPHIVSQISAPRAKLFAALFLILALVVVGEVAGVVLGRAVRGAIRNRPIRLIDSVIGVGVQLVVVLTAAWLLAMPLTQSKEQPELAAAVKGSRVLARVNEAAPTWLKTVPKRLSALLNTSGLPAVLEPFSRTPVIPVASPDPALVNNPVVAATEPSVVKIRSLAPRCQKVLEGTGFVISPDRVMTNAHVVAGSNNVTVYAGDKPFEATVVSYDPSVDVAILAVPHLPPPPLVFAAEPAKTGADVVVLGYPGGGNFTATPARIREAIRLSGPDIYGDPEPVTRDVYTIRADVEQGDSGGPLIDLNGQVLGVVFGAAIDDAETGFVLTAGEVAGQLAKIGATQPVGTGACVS
SARS 3CLpro inh: SARS-CoV 3CLpro protease inhibitors, primary screen, biochemical, quenched FRET | hit rate 0.14% among 290,000 | recombinant SARS-CoV 3CLpro, quenched FRET peptide cleavage | inhibition, % at 6 µM; in the data active = inhibition above about 12%
TcdB inh: TcdB glycohydrolase inhibitors, primary screen, biochemical, single point, plate reader. inhibition, % at 9.99 µM. hit rate 0.24% among 350,000. TcdB glycohydrolase enzymatic assay. Toxin B (Clostridioides difficile), P18177; in the data active = inhibition above about 10%
SSB-PriA inh: inhibitors of Klebsiella pneumoniae PriA binding to SSB C-terminal tail, primary screen, biochemical, AlphaScreen; inhibition, % at 33 µM; AlphaScreen SSBct-PriA binding, biotinylated peptide; AID 1272365, 2023; hit rate 0.6% among 430,000; PriA–SSB C-terminal tail interaction (Klebsiella pneumoniae); in the data active = inhibition mostly above about 37%, no sharp cut-off; inactive = mostly below about 20%;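 note: plate controls were negative control peptide for no effect and reference peptide for full effect; strong numbers were not always called active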
Y pestis TopoI: Yersinia pestis topoisomerase I inhibitors, primary screen, biochemical, cleavage product accumulation, plate reader, single point. DNA topoisomerase I (Yersinia pestis CO92). Y. pestis Topo-I cleavage product accumulation. activity, % at 10 µM. hit rate 0.064% among 360,000. AID 504884, 2011; in the data active = activity above about 50%, passing the limit was not always enough; note: inactives centre near 2
An asterisk follows results filed as active; i = inactive; · = no result given; & = joins results of further samples. Only part of the results is shown; the hit share may differ from the screen's.

mol,VHR inh abs,MazEF act,Vc quorum ag,Anthrax LF prot,PfHsp40 yeast,Rv3671c inh,SARS 3CLpro inh,TcdB inh,SSB-PriA inh,Y pestis TopoI
Cc1ccc(-c2csc(NC(=O)Cc3ccc(F)cc3)n2)o1,18,6,-0.5,-2,1.0,1,-1,1.2,5,7
Cc1cc(NC(=O)NCc2ccccc2)c(=O)n(Cc2ccccc2F)c1,6,4,-0.3,·,0.1,5,-3,0.5,-9,20
CCOC(=O)CCCOC(=O)c1ccc(S(=O)(=O)N(C)C)cc1,4,1,·,-2,0.4,-11,2,·,-14,-8
Cc1cc(C)c(O)c(-c2cc(C(=O)NCc3ccccc3)[nH]n2)c1,8,6,i,-2,-1.8,-5,6,·,-17,-7
CC(=O)c1cccc(Nc2ccc(-c3ccccc3F)nn2)c1,20,5,i,1,0.0,1,0,0.6,-5,9
CC(C)OCc1c(C(=O)OC/C(O)=C(\C#N)c2nc3ccccc3[nH]2)oc2ccccc12,12,-8,-1.0,-3,0.2,-3,1,-0.7,-22,-13
Cc1nn(CC(=O)c2ccc3c(c2)OCCO3)c(=O)c(C#N)c1C,·,-2,i,-8,-0.5,6,·,0.3,0,13
CCC(=NCCc1c(C)[nH]c2ccc(C)cc12)C1=C(O)CC(c2ccccc2)CC1=O (stereo not drawn),-7,-1,0.3,-2,4.9,2,4,0.2,11,6
CCO[C@@H]1OC(C(=O)NCc2nc3ccccc3[nH]2)=C[C@H](C(C)(C)C)[C@H]1CCCO,·,7,i,0,0.1,-9,·,2.9,2,21
CC(/C=C/c1ccccc1)=N\NC(=O)c1ccc2c(c1)OCCO2,-8,-9,i,-2,-0.1,6,-1,·,·,-5
O=C1NC(c2ccc(-c3ccccc3[N+](=O)[O-])o2)C(C(=O)c2ccccc2)C(O)(C(F)(F)F)N1 (stereo not drawn),-9,3,2.7,-3,0.4,-15,-1,1.6,23,9
Cc1ccc(SCC(=O)OCC(=O)N(C)CC(=O)Nc2ccccc2Cl)cc1C,14,-5,-12,-1,-1.3,-6,4,0.1,-4,24
CCC(=O)N1CCc2cc(S(=O)(=O)CCC(=O)NCc3ccco3)ccc21,-7,0,-0.5,1,-0.6,-7,1,0.6,-8,5
Cc1nn(-c2ccccc2)c(C)c1C(=O)NNC(=O)C(F)(F)F,0,0,-0.4,15,-0.5,5,10,0.7,4,-10
COc1ccc(NC(=O)C2(N(CC(C)C)C(=O)Cn3nnnc3N)CCCCC2)cc1,-13,-1,i,4,-0.4,4,1,·,-11,8
CCc1nn(C(CC)C(=O)NCCCN2CC(C)CC(C)C2)c(=O)c2cc3oc(C)cc3n12 (stereo not drawn),18,3,-0.3,1,1.0,-17,-3,0.7,9,8
O=C(NC1CCCC1)C(=O)N(Cc1cccnc1)C(C(=O)NCC1CCCO1)c1ccco1 (stereo not drawn),38,-12,-1.1,3,-2.5,-12,3,-3.7,-10,-1
CCN(CC)c1ccc(N)cc1S(=O)(=O)Nc1ccccc1OC,13,5,-0.4,-4,-0.1,-2,4,-0.1,4,0
Cc1cc(NCc2ccccn2)n2ncc(-c3ccccc3)c2n1,20,10,0.0,5,4.3,8,4,1.0,-46,-1
CCCCc1cc(=O)oc2cc(C)cc(OCC(=O)N[C@@H](CSCc3ccccc3)C(=O)O)c12,49,0,-0.6,-2,2.0,-4,3,-1.8,18,22
COC(=O)c1ccc(NC(=O)CSc2nnc(C)n2-c2ccccc2)cc1,-3,-3,-0.5,-8,-0.8,-4,-2,·,-2,-13
CC(NC(=O)c1ccc(Br)s1)c1ccncc1 (stereo not drawn),-3,-1,2.4,-5,0.3,13,3,1.5,6,7
CCN1C(=O)CS/C1=C(\C#N)S(=O)(=O)c1ccccc1,4,10,i,6,-0.2,-20,-3,·,-2,-6
NC(=O)c1ccsc1NC(=O)CSc1nnc2ccccn12,-10,-2,0.2,-7,-0.5,0,1,0.6,-1,-9
O=c1[nH]c(Sc2ccc([N+](=O)[O-])cc2[N+](=O)[O-])nc2ccccc12,·,2,-1.1,6,2.5,-7,·,0.5,7,-4
O=C(CCOc1ccccc1)Nc1ccnn1C1CCN(C(=O)CCC(F)(F)F)CC1,-9,1,-3.1,-2,-0.9,2,-2,3.3,-15,1
COC(=O)c1ccccc1NS(=O)(=O)c1ccc2c3c(cccc13)C(=O)N2,25,4,-0.5,0,1.8,-15,3,·,-2,30
O=C(Nc1ccc2c(c1)OCO2)C1CCCN(S(=O)(=O)c2cccs2)C1 (stereo not drawn),13,-16,-1.1,-2,0.7,2,-1,·,7,-5
Cc1ccc(-c2nc3ccccc3[nH]2)cc1NC(=O)/C=C/c1ccco1,-5,6,i,0,6.0,-29,1,·,0,9
Cc1ccc(-c2nnn(CC(=O)NC3CCCc4ccccc43)n2)cc1 (stereo not drawn),40,-12,i,-8,-0.4,1,-1,·,-10,1
CC#CCN1c2ccccc2[C@]23C[C@@H](C(=O)OC)N(C(=O)NC4CCCCC4)C2=NC(C(=O)OC)=C(C(=O)OC)[C@H]13,·,3,-1.4,-1,1.7,-6,·,1.1,11,3
CC1=CC(C)(C)N(C(=O)CSc2nnc(-c3ccc(C)cc3)o2)c2ccc(C)cc21,20,1,4.5,-2,0.0,-2,3,·,-5,21
CCOc1ccc(-n2c(O)c(N=Nc3ccc([N+](=O)[O-])cc3)c(=O)[nH]c2=O)cc1,34,-7,i,-2,0.3,-3,4,1.4,5,-8
Nc1cc2c3c(cccc3c1)C(=O)N(CCN1CCCC1)C2=O,33,-96,-0.8,-6,-0.8,-11,-4,-0.2,-1,-1
COc1cccc(C(NC(C)=O)c2nc(-c3ccc(C)c(C)c3)cs2)c1 (stereo not drawn),·,·,i,-2,·,·,·,-0.7,·,1
CCn1c2ccccc2c2cc(NC(=O)CSc3nnc(-c4cccc(OC)c4)n3N)ccc21,-12,-6,·,-9,0.2,5,1,·,4,18
COc1cc(-n2c(C)nc3cccnc32)c(Cl)cc1C(=O)O,-7,0,-0.2,-8,0.3,-3,1,-4.0,-9,2
CCCc1cc(=O)[nH]c(SCC(=O)N2CCN(S(=O)(=O)c3ccc(C)cc3C)CC2)n1,2,-4,-0.3,-2,4.5,-1,0,·,-11,14
Cc1cc(Cl)ccc1OCc1cn2cccnc2n1,17,5,1.6,-6,0.2,8,4,-1.8,-8,1
C[C@H](O)[C@@H]1C(=O)N2CCc3ccc(N4CCN(C)CC4)cc3[C@@H]2C[C@@H]1N(C)C(=O)c1cccnc1,·,7,i,-2,·,·,·,1.1,·,3
Cc1c(NS(=O)(=O)c2ccccc2)ccc([N+](=O)[O-])c1Cl,·,-1,5.0,-8,-1.8,·,·,0.9,-8,1
CCOc1ccc(NC(=O)COC(=O)Cc2ccsc2)cc1,·,1,i,3,-0.4,2,·,0.5,6,-2
CCOC(=O)c1ccc(-n2cncn2)nc1,20,4,5.9,0,-1.0,-1,-2,·,-19,2
Cc1sc2nc(CSCC(=O)Nc3ccccc3C#N)[nH]c(=O)c2c1C,-9,2,-0.6,17,-0.8,-8,2,·,-13,-4
CSc1ccccc1NC(=O)CN(C)C(C)C(=O)Nc1ccc(C#N)cc1 (stereo not drawn),8,3,-0.3,2,-1.4,-5,1,1.5,-9,5
O=c1[nH]c(=S)n(-c2ccc(Cl)cc2)c(O)c1/C=N/N1CCOCC1,13,-3,0.8,2,-1.0,0,7,-6.1,·,2
CCC(C)c1ccccc1NC(=O)C(C)N(C)Cc1cccc(OC)c1 (stereo not drawn),-4,16,i,-3,0.6,0,0,1.0,-50,9
CCOC(=O)C1(CCOc2ccccc2)CCN(Cc2ccc(NC(C)=O)cc2)CC1,20,-10,i,0,0.9,10,-4,0.3,-2,12
COc1ccc(C2C(C#N)=C(N)OC3=C2C(=O)CC(C)(C)C3)c(OC)c1OC (stereo not drawn),-5,2,-5.0,-2,-0.5,-11,-1,·,-5,0
COc1ccc(Cl)cc1Nc1nc(N)c2ccccc2n1,-6,14,4.8,-7,0.5,-2,3,3.1,4,-14
COc1ccc(C(c2nnnn2CCc2ccccc2)N2CCN(C3CCCC3)CC2)cc1 (stereo not drawn),-12,4,·,-1,0.9,2,2,·,-6,9
CCCCCCCN1CCN=C1N(C)C,·,2,-0.6,-3,-0.9,-6,·,-0.4,-8,1
O=Cc1ccc(N2CCCCC2)cc1,29,4,-0.1,1,1.0,-3,5,-1.1,-11&-3,0
COCCSc1ccccc1C(=O)N1CCCC(C)C1 (stereo not drawn),-7,3,i,-4,0.4,-4,0,0.2,4,-3

Pulled by compound from above, 5 records:
mol,VHR inh abs,MazEF act,Vc quorum ag,Anthrax LF prot,PfHsp40 yeast,Rv3671c inh,SARS 3CLpro inh,TcdB inh,SSB-PriA inh,Y pestis TopoI
Cc1sc2nc(CSCC(=O)Nc3ccccc3C#N)[nH]c(=O)c2c1C,-9,2,-0.6,17,-0.8,-8,2,·,-13,-4
COc1cc(-n2c(C)nc3cccnc32)c(Cl)cc1C(=O)O,-7,0,-0.2,-8,0.3,-3,1,-4.0,-9,2
CCn1c2ccccc2c2cc(NC(=O)CSc3nnc(-c4cccc(OC)c4)n3N)ccc21,-12,-6,·,-9,0.2,5,1,·,4,18
COCCSc1ccccc1C(=O)N1CCCC(C)C1 (stereo not drawn),-7,3,i,-4,0.4,-4,0,0.2,4,-3
CCC(C)c1ccccc1NC(=O)C(C)N(C)Cc1cccc(OC)c1 (stereo not drawn),-4,16,i,-3,0.6,0,0,1.0,-50,9

Source: PubChem (several laboratories)
